# Rtt109 Vps75 = C. albicans Rtt109 histone acetyltransferase inhibition | Q5AAJ8 | purified Rtt109/Vps75, ThioGlo CoA-SH fluorescence, 4 h | inhibition, % at 34.9 µM | 330,000 tested, 0.16% active | AID 540336;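 active = inhibition of at least 50% in every replicate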
# MITF act = MITF TRPM1 promoter activation in melanoma cells; SK-MEL-5 TRPM1-promoter luciferase, 24 h; % of positive control, neutral wells = 0; activation, % at 12.5 µM; 300,000 tested, 0.75% active; AID 588334;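 active = mean activation of at least 80% with every replicate also reaching 80%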;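 also: 0% = neutral control wells and 100% = parthenolide positive control wells; values of inactives mirror those of a sister screen read the other way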
# CAL PDZ FP-1 = human CAL PDZ-peptide interaction inhibition; inhibition, % at 20 µM; purified CAL PDZ, TMR-peptide fluorescence polarization, 1 h; AID 504414; 330,000 tested, 0.02% active; Q9HD26;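 active = highest replicate inhibition of at least 40%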;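 also: plate controls were DMSO neutral control wells for no effect and unlabeled competitor peptide control wells for full effect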
#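 System: purified tagged CAL PDZ domain construct (CerCALP). Schedule: 1 h incubation at room temperature before polarization reading. Medium: 25 mM sodium phosphate pH 7.4, 150 mM NaCl, TCEP, IgG, Thesit. Read-out: percent inhibition from loss of millipolarization. Measured by: FP readout, S and P plane fluorescence. Probe or stimulus: fluorescent TMR peptide probe.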
# CAL PDZ FP-2 = blocks peptide binding to the human CAL PDZ domain | purified CAL PDZ, TMR-peptide fluorescence polarization, 1 h | inhibition, % at 24.9 µM | 300,000 tested, 0.92% active | AID 602252;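 active = mean inhibition of at least 30% with at least half of replicates also reaching 30%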;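 also: 0% = DMSO neutral control and 100% = excess unlabeled competitor peptide PRC23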
# NSD2 inh = blocks human histone methyltransferase NSD2; inhibition, % at 12.5 µM; 310,000 tested, 0.54% active; AID 743445; NSD2 peptide methylation, AlphaScreen, 120 min; in the data active = inhibition above about 50%
# SR-BI DiI-HDL act = enhances SR-BI lipid uptake from DiI-HDL; CHO ldlA[mSR-BI] cells, DiI-HDL uptake fluorescence, 3 h; 100 = double the neutral-control signal; 320,000 tested, 0.096% active; activation, % at 12.5 µM; AID 504775;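 active = mean replicate activation of at least 60% and every replicate at or above 60%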;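 also: 0% = median plate neutral-control signal and 100% = twice that signal; values of inactives mirror those of a sister screen read the other way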
#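 Test system: SR-BI-overexpressing, LDLR-lacking CHO cells. Measured by: DiI fluorescence, bottom read. Medium: Ham's F12 with 0.5% BSA, HEPES 25 mM, pH 7.4. Timing: 3 h uptake period with compound, 37 °C.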
# dFosB activator = mouse delta FosB homodimer activation; AID 493131; activation, % at 25 µM; purified delta FosB, TAMRA-CDK5 oligo fluorescence polarization; percent of positive-control signal above neutral wells; 340,000 tested, 0.99% active;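 active = mean activation above about 17%, with every replicate also reaching it, limit read from the data, passing the limit was not always enough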;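 also: fluorescence polarization rise as delta FosB binds a TAMRA Cdk5 AP-1 oligo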
# Target sequence (P13346 whole entry, looked up): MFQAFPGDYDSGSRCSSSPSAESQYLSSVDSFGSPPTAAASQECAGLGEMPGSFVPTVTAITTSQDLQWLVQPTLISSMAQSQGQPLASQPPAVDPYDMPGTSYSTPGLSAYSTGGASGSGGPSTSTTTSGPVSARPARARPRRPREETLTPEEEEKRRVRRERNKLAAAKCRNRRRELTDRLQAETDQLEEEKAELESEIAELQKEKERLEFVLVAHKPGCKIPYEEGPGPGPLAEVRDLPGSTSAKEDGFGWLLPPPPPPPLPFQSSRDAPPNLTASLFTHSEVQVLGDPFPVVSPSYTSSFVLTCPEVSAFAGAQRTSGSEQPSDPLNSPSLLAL
# PfHsp90 yeast 2 = inhibits growth of yeast expressing Plasmodium falciparum Hsp90 | S. cerevisiae expressing PfHsp90, BacTiter-Glo ATP, 48 h; yeast lacking PDR1 and PDR3 efflux regulators | 310,000 tested, 0.32% active | inhibition, % at 9.4 µM;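 active = every replicate shows inhibition above about 80%, whatever the replicate mean, limit read from the data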;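 also: 0% = DMSO neutral controls and 100% = 20 µM radicicol positive controls; yeast relying on Plasmodium falciparum Hsp90 in place of its own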
# SR-BI DiI inh = inhibitors of mouse SR-BI mediated HDL lipid uptake | ldlA[mSR-BI] CHO cells, DiI-HDL uptake fluorescence, 3 h | 320,000 tested, 0.96% active | Q61009 | inhibition, % at 12.5 µM;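 active = mean replicate inhibition of at least 70% and a set share of replicates each scoring 70 or more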;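 also: 0% = median of neutral control wells and 100% = median of positive control wells; values of inactives mirror those of a sister screen read the other way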
# Target sequence (Q61009 whole entry, looked up): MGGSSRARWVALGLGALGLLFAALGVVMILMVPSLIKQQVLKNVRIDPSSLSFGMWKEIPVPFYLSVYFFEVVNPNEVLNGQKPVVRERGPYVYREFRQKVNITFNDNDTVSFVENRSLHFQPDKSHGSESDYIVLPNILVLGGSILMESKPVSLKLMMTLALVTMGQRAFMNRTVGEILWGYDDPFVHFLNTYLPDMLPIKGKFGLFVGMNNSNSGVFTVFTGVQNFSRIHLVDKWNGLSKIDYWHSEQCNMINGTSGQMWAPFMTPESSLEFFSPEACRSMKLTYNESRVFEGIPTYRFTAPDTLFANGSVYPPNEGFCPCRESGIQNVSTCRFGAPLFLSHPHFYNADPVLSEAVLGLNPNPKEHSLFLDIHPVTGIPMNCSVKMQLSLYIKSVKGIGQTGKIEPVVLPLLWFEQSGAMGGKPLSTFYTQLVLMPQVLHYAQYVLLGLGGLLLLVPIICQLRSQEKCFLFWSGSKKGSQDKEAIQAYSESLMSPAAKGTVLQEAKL
# PvdQ inh = P. aeruginosa PvdQ acylase inhibition. purified PvdQ acylase, fluorescence plate reader. inhibition, % at 10 µM. 340,000 tested, 0.063% active; in the data active = inhibition above about 30%, passing the limit was not always enough;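 also: 0% = vehicle neutral wells and 100% = reference inhibitor wells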
# * hit, by the source's call; x = no result given.
SMILES,Rtt109 Vps75,MITF act,CAL PDZ FP-1,CAL PDZ FP-2,NSD2 inh,SR-BI DiI-HDL act,dFosB activator,PfHsp90 yeast 2,SR-BI DiI inh,PvdQ inh
CCOC(=O)c1[nH]cnc1C(=O)Nc1ccccc1,13,1,-1.8,-4,-3,16,-2,-2,-16,2
O=C(/C=C/c1ccc(Cl)cc1)Nc1ccc(N2CCOCC2)cc1,-2,10,-2.9,-1,-4,-24,-11,6,24,-18
COCCCNC(=S)NCCc1ccc(F)cc1,-10,12,-0.6,x,2,0,0,-4,0,8
COc1cccc(C(=O)Nc2cccc(-c3nc4ncccc4o3)c2C)c1,-17,-2,-1.4,-2,-2,7,-8,-4,-7,-16
O=[N+]([O-])c1ccccc1S(=O)(=O)NCCSc1ccccc1,-1,16,-1.0,x,8,-9,-2,-16,9,-3
Cc1[nH]c2ccccc2c1C(=O)C(=O)N1CCN(C)CC1,0,-9,-0.6,-3,-4,15,-14,-22,-15,-13
C=CCSC1=C(C#N)C(c2ccccc2Cl)CC(=O)N1 (stereo unspecified),-8,-2,-2.1,0,-4,-4,-5,18,4,-9
CN(C)S(=O)(=O)c1cccc(NC(=O)c2cc(-c3cccs3)nc3ccccc23)c1,-4,-6,-0.7,-3,-3,-62,0,1,62,12
CN1C(=S)SC(N(O)C(=O)NC2CCCCC2)C1(C)C (stereo unspecified),7,-1,-0.7,-3,0,x,1,-37,x,-12
CC(C)c1cc(C(=O)N2CCCC(N3CCN(c4ccccc4F)CC3)C2)nc(N)n1 (stereo unspecified),-1,-3,-0.4,-3,-1,-6,-13,-10,6,0
COc1ccc(-c2nnc3ccc(SCC(=O)Nc4nc5ccccc5s4)nn23)cc1OC,-12,3,-2.6,0,-4,20,6,14,-20,-3
O=C(Cn1cc([N+](=O)[O-])cn1)NCc1ccco1,-2,-6,-0.2,2,1,x,-4,29,x,-6
CCOC(=O)N1CCC(=NNc2ccc(S(N)(=O)=O)cc2[N+](=O)[O-])CC1,-8,-6,-0.5,x,-2,22,-3,-28,-22,10
Cc1cc(NC(=O)CSc2nnc(Nc3ccccc3)s2)no1,1,2,-0.5,-1,-3,4,11,-6,-4,-6
COC(=O)C1(CO)NC(c2ccc(C)cc2)C2C(=O)N(c3ccccc3)C(=O)C21 (stereo unspecified),-5,x,-0.9,13,-1,7,-7,4,-7,-11
COc1cccc(C(=O)c2c[nH]c(C(=O)NCCCN(C)C)c2)c1,11,-2,0.0,x,1,13,-11,4,-13,5
CCc1cc2c(=O)c(-c3nc4ccccc4n3C)c(COCC(=O)O)oc2cc1OC(=O)C(C)(C)C,1,-3,-0.1,-8,0,7,-10,13,-7,9
Cc1ccccc1-c1nc(CN(C)C(C)c2ccon2)c(C)o1 (stereo unspecified),x,-3,-0.6,5,-3,-19,-4,-25,19,-7
Cc1ccc(S(=O)(=O)NCC(=O)N(CC(=O)NCC2CCCO2)CC2CCCO2)cc1 (stereo unspecified),1,-1,-0.6,-2,-4,20,2,3,-20,8
Cc1[nH]c2ccccc2c1/C=N/NC(=O)c1cc(-c2ccncc2)nc2ccccc12,-8,-36,-3.0,0,-1,-29,-3,9,29,-11
O=C(CCNS(=O)(=O)c1ccccc1)N1CCCC1,-16,-7,-2.5,x,x,16,-1,6,-16,-2
CN(Cc1nc2ccccc2c(=O)[nH]1)C(=O)c1ccc(S(=O)(=O)N(C)C)cc1,-1,-2,-0.4,2,-3,-2,1,-5,2,-11
Cc1ccc(NC(=O)CN(C)S(=O)(=O)c2cccc3cccnc23)c(C)c1,-3,-4,0.2,-6,-2,-7,-7,-47,7,-9
Cc1nc2ncccn2c1-c1csc(Nc2ccc(S(N)(=O)=O)cc2)n1,-4,x,3.1,-5,6,-3,-4,4,3,-13
COC(=O)NNC(=O)c1cccc(C)c1,3,-2,-1.1,x,-5,23,-2,-7,-23,-5

# Nothing new here: an excerpt of the list.
SMILES,Rtt109 Vps75,MITF act,CAL PDZ FP-1,CAL PDZ FP-2,NSD2 inh,SR-BI DiI-HDL act,dFosB activator,PfHsp90 yeast 2,SR-BI DiI inh,PvdQ inh
CCOC(=O)N1CCC(=NNc2ccc(S(N)(=O)=O)cc2[N+](=O)[O-])CC1,-8,-6,-0.5,x,-2,22,-3,-28,-22,10
Cc1cc(NC(=O)CSc2nnc(Nc3ccccc3)s2)no1,1,2,-0.5,-1,-3,4,11,-6,-4,-6
COC(=O)C1(CO)NC(c2ccc(C)cc2)C2C(=O)N(c3ccccc3)C(=O)C21 (stereo unspecified),-5,x,-0.9,13,-1,7,-7,4,-7,-11
COc1cccc(C(=O)c2c[nH]c(C(=O)NCCCN(C)C)c2)c1,11,-2,0.0,x,1,13,-11,4,-13,5
CCc1cc2c(=O)c(-c3nc4ccccc4n3C)c(COCC(=O)O)oc2cc1OC(=O)C(C)(C)C,1,-3,-0.1,-8,0,7,-10,13,-7,9
Cc1ccccc1-c1nc(CN(C)C(C)c2ccon2)c(C)o1 (stereo unspecified),x,-3,-0.6,5,-3,-19,-4,-25,19,-7
Cc1ccc(S(=O)(=O)NCC(=O)N(CC(=O)NCC2CCCO2)CC2CCCO2)cc1 (stereo unspecified),1,-1,-0.6,-2,-4,20,2,3,-20,8
Cc1[nH]c2ccccc2c1/C=N/NC(=O)c1cc(-c2ccncc2)nc2ccccc12,-8,-36,-3.0,0,-1,-29,-3,9,29,-11
O=C(CCNS(=O)(=O)c1ccccc1)N1CCCC1,-16,-7,-2.5,x,x,16,-1,6,-16,-2
CN(Cc1nc2ccccc2c(=O)[nH]1)C(=O)c1ccc(S(=O)(=O)N(C)C)cc1,-1,-2,-0.4,2,-3,-2,1,-5,2,-11
Cc1ccc(NC(=O)CN(C)S(=O)(=O)c2cccc3cccnc23)c(C)c1,-3,-4,0.2,-6,-2,-7,-7,-47,7,-9

# Remaining list, next part.
SMILES,Rtt109 Vps75,MITF act,CAL PDZ FP-1,CAL PDZ FP-2,NSD2 inh,SR-BI DiI-HDL act,dFosB activator,PfHsp90 yeast 2,SR-BI DiI inh,PvdQ inh
CC1=NNC(=O)C1CCC(=O)N/N=C(\C)c1ccc(Cl)cc1 (stereo unspecified),6,-1,-0.7,7,2,39,2,9,-39,-16
CN(CCCC(=O)N1CCN(c2ncccn2)CC1)S(=O)(=O)c1ccc(F)cc1,0,x,-0.2,1,-1,-16,-5,0,16,-2
Cc1ccccc1S(=O)(=O)Cc1ccc(C(=O)NC2CCCCCC2)o1,6,-1,-3.1,-3,1,5,-1,-4,-5,10
CC(=O)c1ccc(-n2nnnc2SCC(=O)Nc2cccc(NC(=O)c3ccco3)c2)cc1,7,-9,1.3,-2,2,-40,-2,-3,40,-4
COCCCNS(=O)(=O)c1ccc2c3c(cccc13)C(=O)S2,-57,5,-1.7,5,1,-21,8,-6,21,-13
CCc1ccc(/C=C\C(=O)N2CCc3ccccc3C2)cc1,11,21,x,-3,-2,8,3,-10,-8,4
COc1cc(N)c(Cl)cc1Cl,-2,4,-0.1,-19,-2,17,-5,-31,-17,-23
COc1ccc2c(c1OC)C(=O)N(c1ccc(O)cc1)C2=O,1,8,-0.5,-4,-2,19,6,20,-19,-7
Cc1cc(NS(=O)(=O)c2ccc(NS(=O)(=O)c3ccc(CC(C)C)cc3)cc2)nc(C)n1,6,10,0.1,1,-1,-9,-28,1,9,-3
O=C(O)CNC(=O)c1ccc(NS(=O)(=O)c2ccc3ccccc3c2)cc1,-2,2,-1.2,-2,5,-19,-7,1,19,5
COc1cccc(NC(=O)CSc2nnc(Cc3cccs3)n2-c2ccc(C)cc2)c1,16,-33,-3.9,-5,6,-24,-7,-27,24,1
COc1cccc(NC(=O)CCC2CCN(Cc3nccs3)CC2)c1,-4,11,0.2,-3,-3,14,-8,-5,-14,-18
CC1CCCC(C)N1CCNC(=O)CCc1nnc2n(Cc3ccccc3)c(=O)c3ccccc3n12 (stereo unspecified),-8,1,0.6,x,x,-19,2,11,19,-19
O=C(NCC(=O)N(c1ccccc1)C(C(=O)NC1CCCCC1)c1cccnc1)c1ccco1 (stereo unspecified),-5,15,-1.9,-4,3,15,-1,-32,-15,-7
O=C(O)c1ccccc1SCC(=O)N1CCOCC1,-21,-5,0.0,0,1,5,4,4,-5,-5
Fc1cccc(Cc2noc(CN3CCN(C4CCc5ccccc5C4)CC3)n2)c1 (stereo unspecified),5,-7,-2.4,-1,2,-3,0,-8,3,-20
C/C(=N\NC(=O)c1cccs1)C(C)(C)C,1,-4,-0.1,-3,1,8,-2,-18,-8,-28
CC(C)c1cc(C(=O)NC2CCCc3c2cnn3-c2ccccc2F)no1 (stereo unspecified),-3,-10,-2.1,-3,-4,-8,0,-20,8,-6
O=C(Nc1ccn(Cc2c(F)c(F)cc(F)c2F)n1)c1ccc(COc2ccccc2Cl)cc1,5,-8,-0.8,x,-2,-70,-5,7,70,7
Cn1cc(S(=O)(=O)NCCc2ccccc2)c(=O)n(C)c1=O,10,-3,-0.3,4,-1,x,-3,5,x,-5
CCC(C)Sc1ccc([C@@H]2[C@H]3C(=O)N(CC)C(=O)[C@H]3[C@]3(C(=O)OC)CCCCN23)cc1 (stereo partly specified),9,3,-0.8,-1,x,-32,-5,5,32,0
COc1ccc(OC)c(S(=O)(=O)NCC(c2cccs2)N2CCc3ccccc3C2)c1 (stereo unspecified),-13,10,0.4,-4,1,16,3,x,-16,-7
COc1ccc(CNC(=O)c2ccccc2[N+](=O)[O-])cc1,-11,12,-1.2,x,-2,4,4,-3,-4,-12
CCOC(=O)c1c(C)n(C)c2ccc(OC)c(NC(=O)CCN3CCSCC3)c12,13,-17,-0.7,-1,7,-4,2,-9,4,7
CCCC/C(O)=C/c1nc2ccccc2[nH]c1=O,-1,12,0.8,-5,0,18,-6,x,-18,14
C=CCOC(=O)C1=C(C)OC(N)=C(C#N)C1c1c(C)nn(-c2ccccc2)c1Cl (stereo unspecified),7,-5,-0.2,-7,x,-2,-28,32,2,-13
Cc1ccc(C(=O)N2CCN(Cc3ccc4c(c3)OCO4)CC2)c(Cl)c1,-1,x,11,-8,10,-24,-3,-1,24,-20
